Screens (PubChem)
TRb-SRC2 inh = qHTS for Inhibitors of the Interaction of Thyroid Hormone Receptor and Steroid Receptor Coregulator 2; Thyroid hormone receptor beta (Homo sapiens), P10828; TRbeta-SRC2 peptide binding, fluorescence polarization; receptor liganded with 1 µM T3; Potency, µM (top dose mostly 106 µM), without a hit: at the top dose activity change, negative = inhibition, actives largely listed as inhibitors; 280,000 compounds, 0.065% hits; AID 1469, 2008;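 further: plate controls were bound peptide for no effect and peptide without receptor for full effect; nearly all actives have a fitted effect of over 50% in size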
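A fluorescence polarization screen tested compounds at multiple concentrations against complex formation between 0.6 uM TRb ligand-binding domain and 20 nM Texas Red SRC2 peptide, with 1 uM T3 present; readout after 5 hr.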
L3MBTL1 inh = qHTS Assay for the Inhibitors of L3MBTL1 | AlphaScreen L3MBTL1–H3K9me1 peptide binding | Potency, µM (top dose mostly 57.1 µM), inactives show at the highest dose activity, negative = inhibition, usual class: inhibitors | 230,000 compounds, 0.66% hits | Lethal(3)malignant brain tumor-like protein 1 (Homo sapiens), Q9Y468 | AID 485360, 2010; further: on the % scale 0 is the no-effect control and ±100 the full control effect; nearly all actives have a fitted effect of over 60% in size
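AlphaScreen proximity signal between nickel-chelate acceptor and streptavidin donor beads (final 10 ug/mL) reports binding of 50 nM L3MBTL1 to 75 nM biotin-H3 K9me1 peptide; complex incubated with compounds 30 min at room temperature; cefsulodin titration as control.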
HTT ATP protect = qHTS Multiplex Assay to Identify Dual Action Probes in a Cell Model of Huntington: Cytoprotection (ATP); AID 1471, 2008; Potency, µM (series often up to 56.4 µM), without a hit: cytoprotection (ATP increase), hits mostly activators; 230,000 compounds, 0.14% hits; PC12 HTT-Q103 induced, cytoprotection, ATP luminescence, 40 h;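 further: % of control where 0% means no effect; nearly all actives have a fitted effect of over 45% in size; toxic huntingtin expression switched on by the ecdysone agonist tebufenozide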
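ATP quantification (ATPlite) reports survival of PC12 cells in which tebufenozide, 100 nM final, switches on Htt exon 1 with 103 glutamines linked to GFP; compounds are titrated.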
RECQ1 helicase = qHTS Assay for Inhibitors of RecQ-Like Dna Helicase 1 (RECQ1); Potency, µM (doses to about 57.3 µM), inactives show top-dose activity, negative = inhibition, most hits filed as inhibitors; AID 2549, 2010; RECQ1 DNA unwinding, red fluorescence kinetic read; 240,000 compounds, 0.54% hits;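 further: plate controls were vehicle for no effect and no enzyme for full effect; nearly all actives have a fitted effect of over 30% in size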
Target sequence (P46063 whole entry, looked up): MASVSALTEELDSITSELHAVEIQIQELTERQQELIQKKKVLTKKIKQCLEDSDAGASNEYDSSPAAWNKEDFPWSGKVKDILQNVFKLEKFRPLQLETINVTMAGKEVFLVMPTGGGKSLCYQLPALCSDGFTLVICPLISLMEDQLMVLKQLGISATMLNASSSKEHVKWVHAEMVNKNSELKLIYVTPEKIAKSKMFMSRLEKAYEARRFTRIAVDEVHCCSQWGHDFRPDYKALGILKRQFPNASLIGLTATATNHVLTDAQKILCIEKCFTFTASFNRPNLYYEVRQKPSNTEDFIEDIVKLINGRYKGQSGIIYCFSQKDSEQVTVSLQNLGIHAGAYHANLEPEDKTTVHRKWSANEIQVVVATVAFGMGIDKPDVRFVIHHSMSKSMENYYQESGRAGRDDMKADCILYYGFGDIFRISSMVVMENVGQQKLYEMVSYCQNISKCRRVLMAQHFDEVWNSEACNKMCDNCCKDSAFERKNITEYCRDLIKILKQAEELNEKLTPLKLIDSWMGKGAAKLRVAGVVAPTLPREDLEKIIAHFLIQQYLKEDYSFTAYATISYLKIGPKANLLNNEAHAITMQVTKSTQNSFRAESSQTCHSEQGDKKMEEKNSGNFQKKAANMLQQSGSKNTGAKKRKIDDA
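50 nM RECQ1T1 preincubated 15 min with compound in Tris pH 8.0 buffer with MgCl2, DTT, Tween-20 and 2.5 ug/ml poly(dI-dC); started with 200 nM TAMRA/BHQ-2 forked duplex and 2 mM ATP. Unwinding read as fluorescence (525/598 nm), two reads 2 h apart.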
Tau fibril FP = qHTS for Inhibitors of Tau Fibril Formation, Fluorescence Polarization; Microtubule-associated protein tau (Homo sapiens), P10636; K18 P301L tau heparin fibrillization, Alexa594 FP, 6 h; Potency, µM (top dose mostly 57.7 µM), for the others: at the highest dose activity, negative = inhibition, hits mostly inhibitors; 280,000 compounds, 0.39% hits; AID 1468, 2008; further: on the % scale 0 is the no-effect control and ±100 the full control effect; nearly all actives have a fitted effect of over 55% in size
Target sequence (P10636 561-689 P618L limits assumed): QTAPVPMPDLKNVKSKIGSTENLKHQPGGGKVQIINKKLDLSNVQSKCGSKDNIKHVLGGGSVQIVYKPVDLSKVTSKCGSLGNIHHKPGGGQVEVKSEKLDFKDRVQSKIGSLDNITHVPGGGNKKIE
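FP of Alexa 594-tau after heparin (20 uM) induction. Substrate: human K18 P301L, 15 uM unlabeled, 0.24 uM labeled. Buffer 100 mM sodium acetate pH 7. 6 hr, 37 C.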
Tau fluor cs = Counterscreen qHTS for Inhibitors of Tau Fibril Formation, Fluorescence Polarization | tau K18 P301L Alexa594 fluorescence, heparin fibrillization | Potency, µM (doses to about 57.7 µM), for inactives: at the highest dose activity change, negative = decrease | 280,000 compounds, 0.93% hits | AID 1463, 2008; further: on the % scale 0 is the no-effect control and ±100 the full control effect; nearly all actives have a fitted effect of over 55% in size
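Human tau K18 P301L (15 uM unlabeled, 0.24 uM Alexa 594-labeled) in 100 mM sodium acetate pH 7 with 20 uM heparin, 6 hr at 37 C. ThT 30 uM added, 1 hr ambient; Alexa 594 FP and total fluorescence read at 555/632 nm.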
TR SRC2 fluor cs = Total Fluorescence Counterscreen for Inhibitors of the Interaction of Thyroid Hormone Receptor and Steroid Receptor Coregulator 2. TRb/SRC2 Texas Red total fluorescence interference. Potency, µM (highest dose often 106 µM), inactives show top-dose fluorescence change, negative = quenching. 280,000 compounds, 0.29% hits; active means well fitted curve in either direction with a large enough effect; inconclusive means small, poorly fitted or top-dose-only effect; further: on the % scale 0 is the no-effect control and ±100 the full control effect
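Human TRb ligand-binding domain at 0.6 uM with 20 nM Texas Red SRC2 peptide in Tris buffer containing 1 uM T3 and 5% DMSO, incubated with compound 5 h at ambient temperature. Total fluorescence (555/632 nm) calculated as parallel + 2 × perpendicular.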
Tau fibril ThT = qHTS for Inhibitors of Tau Fibril Formation, Thioflavin T Binding; Microtubule-associated protein tau (Homo sapiens), P10636; recombinant tau K18 P301L (four-repeat tau fragment), heparin-induced fibrillization, ThT fluorescence; Potency, µM (doses to about 57.4 µM), for the others: at the highest dose activity, negative = inhibition, usual class: inhibitors; 270,000 compounds, 2.1% hits; AID 1460, 2008; further: on the % scale 0 is the no-effect control and ±100 the full control effect; nearly all actives have a fitted effect of over 55% in size
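Heparin-induced fibrillization of the P301L-mutant K18 repeat-domain fragment of human tau was followed by ThT binding in quantitative high-throughput format.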
Numbers without * were called inactive; [ ] = another dose, or the depositor's remark. Unless noted, the call rests on the fitted dose curve; in most records, active means well fitted curve in the direction sought with a large enough effect; inconclusive means small, poorly fitted or top-dose-only effect, or another doubt; inactive means no such curve, though single readings can be large; an effect the other way counts as inactive or inconclusive. Potency means the concentration at half of the fitted maximal effect. Some of the compounds tested; rates above refer to the full screens.

Start of the listing, in advance (2 entries):
For O=C(c1ccccc1Cl)N(C(=O)c1ccccc1Cl)c1nccc(-c2cccs2)n1 the results were TRb-SRC2 inh 3%, L3MBTL1 inh 0%, HTT ATP protect 8%[10 µM], RECQ1 helicase -14%, Tau fibril FP -13%, Tau fluor cs -15%, TR SRC2 fluor cs 0% and Tau fibril ThT -2%.
Cc1nc2ccccn2c1C(=O)OCC#N was read as TRb-SRC2 inh 2%, L3MBTL1 inh 2%, HTT ATP protect -14%[10 µM], RECQ1 helicase inactive, Tau fibril FP -1%, Tau fluor cs -2%, TR SRC2 fluor cs -1% and Tau fibril ThT -5%.

The listing, from the first entry:
For O=C(c1ccccc1Cl)N(C(=O)c1ccccc1Cl)c1nccc(-c2cccs2)n1 the results were TRb-SRC2 inh 3%, L3MBTL1 inh 0%, HTT ATP protect 8%[10 µM], RECQ1 helicase -14%, Tau fibril FP -13%, Tau fluor cs -15%, TR SRC2 fluor cs 0% and Tau fibril ThT -2%.
Cc1nc2ccccn2c1C(=O)OCC#N was read as TRb-SRC2 inh 2%, L3MBTL1 inh 2%, HTT ATP protect -14%[10 µM], RECQ1 helicase inactive, Tau fibril FP -1%, Tau fluor cs -2%, TR SRC2 fluor cs -1% and Tau fibril ThT -5%.
C=CCNC(=O)C1CCN(c2c([N+](=O)[O-])cc(C(F)(F)F)cc2[N+](=O)[O-])CC1 was read as TRb-SRC2 inh -13%, L3MBTL1 inh 7%, HTT ATP protect -10%[10 µM], RECQ1 helicase 1%, Tau fibril FP -1%, Tau fluor cs -8%, TR SRC2 fluor cs -2% and Tau fibril ThT -15%.
For O=C(CSC1=Nc2ccccc2C2=NC(CC(=O)NC3CCCCC3)C(=O)N12)Nc1ccc(F)cc1 (configuration not stated) the results were TRb-SRC2 inh 1%, Tau fibril FP -7%, Tau fluor cs -13%, TR SRC2 fluor cs -4% and Tau fibril ThT -10%.
Cc1cc2oc(C(=O)Nc3nc(-c4ccccc4)ns3)c(C)c2cc1Cl was read as TRb-SRC2 inh -4%, Tau fibril FP inconclusive, Tau fluor cs -20%, TR SRC2 fluor cs -2% and Tau fibril ThT -13%.
CC(=O)NNC(=S)Nc1cc(S(=O)(=O)N(C)C)ccc1C was read as TRb-SRC2 inh 5%, L3MBTL1 inh 3%, HTT ATP protect -1%[10 µM], RECQ1 helicase 0%, Tau fibril FP -8%, Tau fluor cs -11%, TR SRC2 fluor cs -1% and Tau fibril ThT -11%.
For Cc1ccc(NCCc2ccc(C)nc2)cc1 the results were TRb-SRC2 inh 4%, HTT ATP protect -7%, RECQ1 helicase -13%, Tau fibril FP -8%, Tau fluor cs -13%, TR SRC2 fluor cs 1% and Tau fibril ThT -21%.
Screening CC(C)C[C@H](N)C(=O)N[C@H](C(=O)N[C@H](C(=O)N[C@@H](Cc1ccc(O)cc1)C(=O)N1CCC[C@H]1C(=O)N[C@@H](Cc1c[nH]c2ccccc12)C(=O)N[C@H](C(=O)N[C@@H](CCC(N)=O)C(=O)N[C@@H](CCCN=C(N)N)C(=O)O)[C@@H](C)O)C(C)C)C(C)C returned TRb-SRC2 inh 5%, HTT ATP protect -32%, RECQ1 helicase 2%, Tau fibril FP -3%, Tau fluor cs -6%, TR SRC2 fluor cs -2% and Tau fibril ThT 0%.
Cc1ccc(C(C[N+](=O)[O-])n2nc(C)cc2C)cc1 (configuration not stated) was read as TRb-SRC2 inh -15%, HTT ATP protect 5%, RECQ1 helicase inactive, Tau fibril FP -2%, Tau fluor cs -4%, TR SRC2 fluor cs 4% and Tau fibril ThT -15%.
For COc1cc(CNCCN2CCOCC2)ccc1OCc1c(Cl)cccc1Cl the results were TRb-SRC2 inh -3%, L3MBTL1 inh 3%, RECQ1 helicase -8%, Tau fibril FP 3%, Tau fluor cs -20%, TR SRC2 fluor cs -7% and Tau fibril ThT inconclusive.
For CCOC(=O)CS(=O)(=O)c1nc(-c2ccc(F)cc2)cc(C(F)(F)F)n1 the results were TRb-SRC2 inh -16%, L3MBTL1 inh 4%, HTT ATP protect -5%[10 µM], RECQ1 helicase -8%, Tau fibril FP -4%, Tau fluor cs 14%, TR SRC2 fluor cs -3% and Tau fibril ThT 16%.
CCOC(=O)C1CCN(CC(=O)Nc2cc(S(=O)(=O)N3CCOCC3)ccc2C)CC1 was read as TRb-SRC2 inh -3%, L3MBTL1 inh 8%, HTT ATP protect -29%, RECQ1 helicase -5%, Tau fibril FP 3%, Tau fluor cs 1%, TR SRC2 fluor cs 1% and Tau fibril ThT 1%.
`Cc1ccc(NC(=O)/C(Cl)=C/c2ccccc2)cc1C` gave TRb-SRC2 inh 4%, L3MBTL1 inh 62%[activator], HTT ATP protect 11%[10 µM], RECQ1 helicase -18%, Tau fibril FP -14%, Tau fluor cs -26%, TR SRC2 fluor cs 0% and Tau fibril ThT inconclusive.
For O=C(O)COc1ccccc1/C=N/NC(=O)CSc1nnc(SCc2cccc3ccccc23)s1 the results were TRb-SRC2 inh -5%, HTT ATP protect 11%[10 µM], RECQ1 helicase inconclusive, Tau fibril FP 3%, Tau fluor cs 8% and TR SRC2 fluor cs -2%.
Cc1cccc2nc(CSc3nc4[nH]ncc4c(=O)n3-c3cccc(Cl)c3)cc(=O)n12 was read as TRb-SRC2 inh -6%, L3MBTL1 inh 6%, RECQ1 helicase -8%, Tau fibril FP -5%, Tau fluor cs -14%, TR SRC2 fluor cs -7% and Tau fibril ThT -12%.
CCOC(=O)c1c(NC(=O)C2CCCO2)sc2c1CCC2 (configuration not stated) was read as TRb-SRC2 inh -8%, HTT ATP protect -9%, RECQ1 helicase inactive, Tau fibril FP -3%, Tau fluor cs -10%, TR SRC2 fluor cs -3% and Tau fibril ThT inconclusive.
Screening O=C(CCN1C(=O)c2ccccc2C1=O)NCCC1=CCCCC1 returned TRb-SRC2 inh 4%, L3MBTL1 inh -5%, HTT ATP protect -11%[0.074 µM], RECQ1 helicase -9%, Tau fibril FP 7%, Tau fluor cs -4%, TR SRC2 fluor cs -1% and Tau fibril ThT -18%.
Screening O=C(O)[C@H](CSCc1ccccc1)NS(=O)(=O)c1ccc(F)cc1 returned TRb-SRC2 inh -15%, L3MBTL1 inh 5%, HTT ATP protect 11%[0.074 µM], RECQ1 helicase inactive, Tau fibril FP -5%, Tau fluor cs -2%, TR SRC2 fluor cs -6% and Tau fibril ThT -2%.
For CC(=O)Nc1ccc(NC(=O)CSc2ncnc3c2cnn3Cc2ccccc2)cc1 the results were TRb-SRC2 inh 3%, HTT ATP protect 2%[10 µM], RECQ1 helicase 1%, Tau fibril FP -15%, Tau fluor cs 4% and TR SRC2 fluor cs -1%.
For Cc1ccccc1OC(=O)CSc1nnc(-c2cccs2)o1 the results were TRb-SRC2 inh 4%, Tau fibril FP -5%, Tau fluor cs 5%, TR SRC2 fluor cs -2% and Tau fibril ThT 2%.
CCOC(=O)c1c(N)n(-c2ccc(OCC)cc2)c2nc3ccccc3nc12 was read as TRb-SRC2 inh -7%, Tau fibril FP 13%, Tau fluor cs -12%, TR SRC2 fluor cs -2% and Tau fibril ThT -16%.
`COc1ccc(CCNC(=O)c2cc(C)nc3c2c(C)nn3-c2ccc(C)cc2)cc1OC` gave TRb-SRC2 inh 5%, Tau fibril FP -9%, Tau fluor cs -17%, TR SRC2 fluor cs 1% and Tau fibril ThT -18%.
`COc1ccccc1NC(=O)COc1ccc(C(=O)OCC(=O)N(C(C)C)C(C)C)cc1OC` gave TRb-SRC2 inh -1%, HTT ATP protect 0%, RECQ1 helicase -7%, Tau fibril FP 13%, Tau fluor cs -9%, TR SRC2 fluor cs -1% and Tau fibril ThT -11%.
`CCCCCC(=O)Nc1cccc(C2=NOC3(C2)C[C@@H](C(N)=O)N(C(=O)CC(c2ccccc2)c2ccccc2)C3)c1` (some centres not stated) gave TRb-SRC2 inh -1%, HTT ATP protect 20%[10 µM], RECQ1 helicase inactive, Tau fibril FP 6%, Tau fluor cs -15%, TR SRC2 fluor cs 0% and Tau fibril ThT -4%.
COc1cccc(CSc2nc3cc(OC)c(OC)cc3c3nc(CCn4nc(C)cc4C)nn23)c1 was read as TRb-SRC2 inh 3%, Tau fibril FP 10%, Tau fluor cs 5%, TR SRC2 fluor cs 2% and Tau fibril ThT -9%.
`COc1ccc(C2=NN(C(=O)CSc3nc4ccccc4s3)C(c3ccc(F)cc3)C2)cc1` (configuration not stated) gave TRb-SRC2 inh 3%, L3MBTL1 inh 0%, HTT ATP protect -6%[10 µM], RECQ1 helicase -10%, Tau fibril FP -9%, Tau fluor cs -12%, TR SRC2 fluor cs -6% and Tau fibril ThT -4%.
`Cc1ccc(C)c(Cn2c(=O)n(CCCC(=O)NCc3ccco3)c(=O)c3sccc32)c1` gave TRb-SRC2 inh -4%, HTT ATP protect -33%, RECQ1 helicase inactive, Tau fibril FP -4%, Tau fluor cs -8%, TR SRC2 fluor cs 1% and Tau fibril ThT -21%.
